# Source: PubChem
# USP2a inh: qHTS Assay for Inhibitors of Ubiquitin-specific Protease USP2a. Potency, µM (highest dose often 38.3 µM), for the others: top-dose activity change, negative = inhibition, hits mostly inhibitors. USP2a enzymatic assay, qHTS inhibition. actives 0.1% (n = 60,000). Ubiquitin carboxyl-terminal hydrolase 2 (Homo sapiens), O75604;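 also: potency is read from the fitted curve at half-maximal effect; nearly all actives have a fitted effect of over 60% in size; plate controls were DMSO for no effect and NEM full inhibition control for full effect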
#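 Coupled readout: USP2-cleaved Ub-PLA2 (20nM final) turns over NBD C6-HPC (20uM final), Ex 460nm/Em 535nm after 2.5 h, time-zero read flagging artifacts. Enzyme (20nM final, pH 8.0 Tris) given 30 min RT with compound first; NEM defines full inhibition.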
# BRCT inh green: qHTS Assay for Inhibitors of BRCT-Phosphoprotein Interaction (Green Fluorophore). Breast cancer type 1 susceptibility protein (Homo sapiens), P38398. BRCA1 BRCT-phosphopeptide binding, green fluorescence polarization. Potency, µM (series often up to 76.9 µM), for inactives: at the top dose activity change, negative = inhibition, hits mostly inhibitors. actives 0.05% (n = 75,000);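 also: potency is read from the fitted curve at half-maximal effect; plate controls were peptide without protein for full effect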
#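 Compounds were incubated for 12 min at room temperature with a complex of 100 nM fluorescein-tagged pBACH1 decapeptide and 250 nM His-tagged BRCT protein. Buffer was phosphate pH 7.3 with EDTA, DTT and Tween 20. Disruption of binding lowers the polarization signal.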
# Epigenetic mod: qHTS Assay for Epigenetic Modulators; Potency, µM (series often up to 46.1 µM), without a hit: at the highest dose GFP derepression (activation); mouse C127i GFP locus derepression, cytometry, 30 h; actives 0.09% (n = 68,000); AID 597, 2007; also: % of control where 0% means no effect
#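 Read-out is the number of GFP-positive cells, scored as fluorescent objects 20 to 120 um wide, reflecting derepression of a silenced CMV-GFP reporter in murine C127i cells after 30 h compound exposure at 37 C.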
# Hsp90 Hop PPI: qHTS Assay for Disrupters of an Hsp90 Co-Chaperone Interaction. Hsp90 C-terminal peptide / TPR2A (Hop) interaction, human. AlphaScreen TPR2A-His6 binding biotin-Hsp90 C-terminal peptide. Potency, µM (top dose mostly 57 µM), for inactives: top-dose activity change, negative = inhibition. actives 0.44% (n = 71,000). AID 595, 2007; active = well fitted curve in either direction with a large enough effect; inconclusive = small, poorly fitted or top-dose-only effect, or another doubt; also: potency is read from the fitted curve at half-maximal effect; % is scaled to controls: 0 for no effect and ±100 for the full control effect; many of its hits are not listed in these tables
# CRE-bla Fsk: Cell signaling CRE-BLA (Fsk stim); actives 2.5% (n = 71,000); Potency, µM (doses to about 38.2 µM), for inactives: top-dose activity change, negative = inhibition, most hits filed as activators; CHO CRE-bla reporter (cAMP response element driving beta-lactamase), forskolin EC10, beta-lactamase ratio; active = well fitted activation curve with a large enough effect in the signal ratio, with a control signal flat, not every such curve was filed as active; inconclusive = small, poorly fitted or top-dose-only effect, or effect the other way, or a change in a side signal; the % refers to the signal ratio; also: potency is read from the fitted curve at half-maximal effect; % of control where 0% means no effect
#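 Reporter-gene assay: CHO cells with beta-lactamase behind cAMP responsive elements, co-treated with compound and EC10 NKH 477 for 3 hours at 37 degrees Celsius. Activity came from the 460/530 nm CCF4 emission ratio.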
# BRCT PPI red: qHTS Assay for Inhibitors of BRCT-Phosphoprotein Interaction (Red Fluorophore) | BRCT-phosphopeptide binding, red fluorescence polarization | Potency, µM (series often up to 76.9 µM), inactives show at the highest dose activity change, negative = inhibition, actives largely listed as inhibitors | actives 0.03% (n = 75,000) | AID 892, 2007; also: % is scaled to controls: 0 for no effect and ±100 for the full control effect
#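 Rhodamine-labelled pBACH1 10-mer (100 nM) bound to BRCT domain (100 nM) at pH 7.3; compounds incubated 12 min room temperature, polarization read. Free peptide defines full inhibition; unlabelled decapeptide titrated as control.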
# DNA Pol III inh: qHTS Assay for Inhibitors of DNA Polymerase III Holoenzyme System; reconstituted DNA polymerase III holoenzyme replication, biochemical; Potency, µM (series often up to 57.1 µM), without a hit: at the top dose activity change, negative = inhibition; actives 0.25% (n = 71,000); AID 603, 2007; also: potency is read from the fitted curve at half-maximal effect; % is scaled to controls: 0 for no effect and ±100 for the full control effect
#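 Reconstituted *E. coli* holoenzyme (0.35 nM Pol III, 1 nM beta, 154 nM SSB, 2 nM primase) was preincubated with compound for 15 min at RT. Synthesis on 1.4 nM ssM13Gori ran 35 min, then was stopped with PicoGreen/EDTA and read as dsDNA fluorescence.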
# HADH2 inhib: qHTS Assay for Inhibitors of HADH2 (Hydroxyacyl-Coenzyme A Dehydrogenase, Type II); 3-hydroxyacyl-CoA dehydrogenase type-2 (Homo sapiens), Q99714; recombinant HADH2, NADH fluorescence, beta-hydroxybutyryl-CoA; Potency, µM (series often up to 57.1 µM), inactives show top-dose activity change, negative = inhibition, usual class: inhibitors; actives 3.4% (n = 73,000); also: potency is read from the fitted curve at half-maximal effect; % is scaled to controls: 0 for no effect and ±100 for the full control effect; nearly all actives have a fitted effect of over 60% in size; many of its hits are not listed in these tables
# Target sequence (Q99714 whole entry, looked up, one chain of several): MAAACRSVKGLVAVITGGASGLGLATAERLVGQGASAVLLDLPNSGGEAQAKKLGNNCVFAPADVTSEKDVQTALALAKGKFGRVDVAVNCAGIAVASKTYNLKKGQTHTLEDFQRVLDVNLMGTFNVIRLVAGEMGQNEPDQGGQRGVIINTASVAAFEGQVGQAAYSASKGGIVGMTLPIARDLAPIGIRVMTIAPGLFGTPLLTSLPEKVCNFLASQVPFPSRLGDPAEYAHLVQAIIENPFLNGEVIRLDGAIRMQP
#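 Buffer 100 mM Tris-HCl pH 9.0/0.01% Tween-20; HADH2 20 nM; NAD+ 1 mM; beta-hydroxybutyryl-CoA 90 uM (all final). 15 min cpd preincubation, RT.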
# ALOX15 inhib: qHTS Assay for Inhibitors of 15-hLO (15-human lipoxygenase); Potency, µM (titrated, usually from 57.1 µM), without a hit: top-dose activity change, negative = inhibition, actives largely listed as inhibitors; Polyunsaturated fatty acid lipoxygenase ALOX15 (Homo sapiens), P16050; actives 1.4% (n = 74,000); purified 15hLO-1, xylenol orange hydroperoxide absorbance; also: potency is read from the fitted curve at half-maximal effect; % is scaled to controls: 0 for no effect and ±100 for the full control effect; nearly all actives have a fitted effect of over 55% in size
# Target sequence (P16050 whole entry, looked up): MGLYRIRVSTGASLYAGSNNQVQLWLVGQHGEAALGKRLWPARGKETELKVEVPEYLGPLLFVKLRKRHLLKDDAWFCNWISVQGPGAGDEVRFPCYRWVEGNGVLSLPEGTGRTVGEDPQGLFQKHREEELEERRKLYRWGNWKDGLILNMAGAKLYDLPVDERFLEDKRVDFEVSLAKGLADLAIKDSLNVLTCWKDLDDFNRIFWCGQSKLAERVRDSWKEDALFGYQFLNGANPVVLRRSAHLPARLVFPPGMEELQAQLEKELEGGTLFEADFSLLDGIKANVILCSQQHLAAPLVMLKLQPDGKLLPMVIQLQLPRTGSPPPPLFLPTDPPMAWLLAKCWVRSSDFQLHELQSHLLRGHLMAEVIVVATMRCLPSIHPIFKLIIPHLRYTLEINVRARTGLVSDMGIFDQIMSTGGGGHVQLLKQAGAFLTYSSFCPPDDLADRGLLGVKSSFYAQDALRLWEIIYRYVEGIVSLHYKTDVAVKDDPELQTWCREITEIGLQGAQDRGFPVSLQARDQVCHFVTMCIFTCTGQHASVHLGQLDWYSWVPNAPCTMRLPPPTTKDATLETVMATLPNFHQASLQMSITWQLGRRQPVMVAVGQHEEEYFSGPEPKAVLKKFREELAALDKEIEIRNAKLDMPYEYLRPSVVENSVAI
#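 Purified human 15hLO-1 (40 nM) in 25 mM Hepes pH 7.5, 0.01% Triton X-100, preincubated 15 min RT with compound, then 50 uM arachidonic acid for 6 min. Hydroperoxide read by ferrous/xylenol orange, 30 min; 573/405 nm absorbance ratio gave progress.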
# HBB splicing: qHTS Assay for Modulators of Hemoglobin Beta Chain Splicing. HBB splicing reporter cell assay, activation; EGFP reporter with mutant IVS2-654 intron; response scale: normalised to 500 nM splice-correcting PNA. Potency, µM (highest dose often 46.1 µM), for the others: at the top dose activation, actives largely listed as activators. actives 0.06% (n = 65,000). AID 925, 2007; also: potency is read from the fitted curve at half-maximal effect; 0% is about no effect
#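 Compounds were applied for 2 days to HeLa EGFP-654 cells, 500/well in Optimem with 2% FCS. The reporter's EGFP is disrupted by mis-splicing of beta-globin intron IVS2-654. Readout: summed well GFP fluorescence from 488 nm laser scanning; reference was 500 nM antisense […] 654 PNA.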
# Ub-GFP proteasome: Ubiquitin-GFP Assay; Ubiquitin-GFP reporter cells, proteasome inhibition, GFP fluorescence; response scale: untreated = 0%, 10 µM MG-132 = 100%; 67,000 tested, under 10 active; Potency, µM (titrated, usually from 45.9 µM), for inactives: top-dose activation (GFP accumulation), most hits filed as activators; active = well fitted activation curve with a large enough effect, not every such curve was filed as active; inconclusive = small, poorly fitted or top-dose-only effect, or another doubt; inactive = no such curve, though single readings can be large or run the other way; also: potency is read from the fitted curve at half-maximal effect
#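 Proteasome block read as GFP accumulation: ubiquitin(G76V)-GFP U2OS cells exposed to compound (2.9 nM–46 uM) for 4 hr at 37 C. Normalization used untreated cells as 0% and 10 uM MG-132 as 100%; concentration-response curves fitted.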
# The depositor's hits bear a star; u = inconclusive; x = not tested or not shown; & = joins results of further samples; [ ] = dose if it differs, or a comment. Unless noted, calls follow the shape of the dose curve; as a rule, active = well fitted curve in the direction sought with a large enough effect; inconclusive = small, poorly fitted or top-dose-only effect, or another doubt; inactive = no such curve, though single readings can be large; an effect the other way counts as inactive or inconclusive.
SMILES,USP2a inh,BRCT inh green,Epigenetic mod,Hsp90 Hop PPI,CRE-bla Fsk,BRCT PPI red,DNA Pol III inh,HADH2 inhib,ALOX15 inhib,HBB splicing,Ub-GFP proteasome
COc1ccc(C2CC3CC(c4ccccc4)N2O3)cc1 (configuration not stated),4%[7.66 µM],1.3%,0%,4%[11 µM],u,-0.7%,1%[11.4 µM],5%[11.4 µM],11%[11.4 µM],0.1%[0.0738 µM],3%[9.17 µM]
O=C(CCC(=O)NC1CC1)Nc1nnc(C2CCCCC2)s1,3%,-1.9%,0%,-5%,-15%,0.9%,2%,-5%,-6%,-1.7%,-4%
CCOc1ccc(CCNC(=O)C2CCN(C(=O)N(C)C)CC2)cc1OCC,3%,-2.6%,3%,1%,1%,0.6%,-6%,6%,-9%,-1.3%[57.5 µM],-5%
COc1nc(OC)nc(N2CCC(C(=O)NCc3cccs3)CC2)n1,1%,-1.1%,0%,-1%,4%,0.4%,-1%,-3%,5%,x,3%
O=C(NCc1ccc2c(c1)OCO2)c1cc(S(=O)(=O)N2CCCCC2)ccc1F,-3%,-0.8%,0%,3%,u,-0.4%,-6%,14%,-3%,0.2%[1.84 µM],5%
CC/C=C/C/C=C/C/C=C/CCCCCCCC(=O)OCC,x,-1.1%,x,2%,8%,-0.7%,0%,-7%,2.5µM*,0.9%,x
Cc1nc(SCC(=O)Nc2cc(C)on2)c2c(=O)n(C)c(=O)n(C)c2n1,x,-2.1%,x,-4%,2µM*,0.3%,-14%,u,-9%,0.0%,7%
CCCCS(=O)CC(O)COc1ccc(C(C)(C)C)cc1 (configuration not stated),12%[7.66 µM],-1.9%,-2%,-2%[11 µM],u,-1.0%,0%[11.4 µM],-2%[11.4 µM],5%[11.4 µM],-0.6%[0.0738 µM],5%[9.17 µM]
FC(F)(F)c1cc(-c2cccs2)nc(NCc2ccco2)n1,-8%,-4.7%,-2%,-2%,21%,0.4%,-11%,7%,6%,-1.4%,5%
COc1ccc(Cl)cc1N(CC(=O)Nc1ccccc1C(=O)NCc1ccco1)S(C)(=O)=O,26%,0.9%,3%,-5%,-1%,-1.3%,2%,20%,-5%,-0.6%,-1%
CC1(C)CC(=O)C(C=NCc2cccnc2)=C(O)C1,x,-2.7%,-2%,-2%,7%,0.7%,1%,0%,6%,0.8%,-10%
CN(Cc1cc(C(C)(C)C)cc(Br)c1O)Cc1cc(C(C)(C)C)cc(Br)c1O,x,-2.1%[15.4 µM],-2%[9.22 µM],0%[11 µM],24%[7.6 µM],2.5%[15.4 µM],-8%[11.4 µM],-13%[11.4 µM],-3%[11.4 µM],1.0%[9.22 µM],-1%[9.17 µM]
CCOP(=O)(c1ccccc1Cl)C1(O)CCCCC1 (configuration not stated),-8%,-2.5%,5%,2%,9%,-0.3%,-6%,u,16%,-1.1%[57.5 µM],2%
O=S(=O)(c1ccc(Br)s1)N1CCCCC1,-1%,-0.1%,-3%,6%,-4%,-0.7%,-4%,1%,-1%,-1.2%,-3%
CN=C(NC#N)NCCSCc1nc[nH]c1C,-5%&0%,-2.6%[3.08 µM],3%&0%,-2%&-3%&-8%,u,-1.7%&-1.1%,-3%&-8%&-4%,2%&7%&9%,4%,0.2%&0.8%,-5%&0%
Cc1ccc(C)c(-n2nnnc2SCC(=O)c2ccc3c(c2)NC(=O)CO3)c1,4%,1.0%,-1%,-3%,u,1.8%,1%,-7%,-17%,-3.5%,7%
CC(OC(=O)c1ccc2ccccc2n1)C(=O)Nc1ccc(N2CCOCC2)cc1 (configuration not stated),4%,-1.3%,-3%,-7%,-11%,1.1%,u,1%,-12%,-0.3%[57.5 µM],1%
CCOc1cccc(N)c1,x,-2.9%,x,-3%,-7%,1.7%,-2%,4%,-7%,1.5%,x
c1ccc2c(c1)ccc1ccccc12,x,-1.2%,x,3%,9%,0.6%,-7%,-2%,-5%,0.4%,x
O=C(CN1CCCC1)N1CCCc2c1c(=O)oc1ccc(OCc3ccccc3)cc21,16%,2.1%,4%,-4%,-3%,0.1%,-5%,-20%,-1%,-0.2%,0%
O=C(NCc1cccs1)O[C@H]1C[C@H]2CC[C@@H]1C2,x,-1.8%[15.4 µM],-2%[9.22 µM],2%[11 µM],7%[7.6 µM],-1.2%[15.4 µM],-5%[11.4 µM],6%[11.4 µM],-5%[11.4 µM],3.4%[9.22 µM],-2%[9.17 µM]
CCOc1cc(-c2noc(-c3cccnc3)n2)ccc1OC,2%,-2.3%,0%,2%,u,-1.8%,1%,-8%,2%,3.4%[1.84 µM],-1%
CCCN(CCC)CCCNC(=O)CS(=O)Cc1nc(-c2ccc(OC)c(OC)c2)oc1C (configuration not stated),2%,-1.9%,-1%,-15%,-19%,-3.7%,-1%,-6%,1%,-0.3%,9%
Clc1cc2c(c(CSC3=NCN(CC4CC4)CN3)c1)OCOC2,x,-0.5%[15.4 µM],7%[9.22 µM],1%[11 µM],2%[7.6 µM],0.3%[15.4 µM],-9%[11.4 µM],16%[11.4 µM],11%[11.4 µM],0.2%[9.22 µM],-8%[9.17 µM]
COC(=O)c1[nH]c2c(c1C)C(=O)CC(c1cccs1)C2 (configuration not stated),4%,-2.4%,2%,-4%,4µM*,1.8%,-6%,15%,-4%,-1.2%,6%
Cc1ccc2nc(NCCO)nc(-c3ccccc3)c2c1,4%,-1.2%,0%,16%,u,0.5%,-1%,-14%,-13%,x,4%
CS(=O)(=O)N1CCC2(CCN(C(=O)Nc3cccc(C#N)c3)CC2)CC1,5%,-3.1%,2%[9.22 µM],-1%,-7%,-0.1%,-5%,5%,0%,2.2%,-9%
O=S(=O)(NC1CCCc2ccccc21)c1cnc[nH]1 (configuration not stated),4%,-0.6%,-1%,4%,-5%,0.5%,0%,3%,-2%,1.8%,-17%
CCc1c(C(=O)NC2CCCC2)csc1C,-4%,-0.7%,0%,0%,-6%,1.1%,0%,8%,5%,-1.0%,-2%
Cn1c(N)c(C(=O)COC(=O)C2(c3cccc(F)c3)CCCC2)c(=O)n(C)c1=O,23%,0.8%,-1%,-1%,24%,-0.9%,0%,4%,-12%,1.9%,1%
Cc1ccc(N(C(C)C(=O)N2CCC(C)CC2)S(C)(=O)=O)cc1C (configuration not stated),-2%,-1.9%,5%,-8%,-2%,-0.1%,-1%,-3%,0%,-0.7%,-5%
Cc1nnc(SCCCn2c(N3CCN(c4ccccc4)CC3)nc3c2c(=O)[nH]c(=O)n3C)s1,30%,-3.0%,-2%,-4%,28%,-2.9%,-8%,15%,u,0.9%[0.369 µM],x
CC1CN(Cc2nc3c(c(=O)[nH]c(=O)n3C)n2CCN2CCOCC2)CC(C)O1 (configuration not stated),6%,-0.4%,2%,-7%,13%,1.6%,-2%,-3%,4%,0.9%,-2%
Nc1nc(NCCc2ccc(O)cc2)nc2nc(-c3ccco3)nn12,x,-0.4%,0%,-7%,-7%,-3.7%,-6%,u,-10%[25.6 µM],x,3%
O=C(c1cc(-c2cccc(O)c2)on1)N1CCOCC1,x,0.6%,17%,-4%,0%,-0.6%,6%,-12%,6%,0.1%,1%
CCc1ccc(N2CC(C(=O)Nc3nccs3)CC2=O)cc1 (configuration not stated),11%,0.5%,0%,0%,-12%,-0.8%,0%,12%,5%,0.1%[57.5 µM],7%

# Some of the compounds tested; the hit share may differ from the screen's.
